Luc counter – Kinase-Glo luciferase inhibition (counter-screen); Q27757; AID 1379; Potency, µM (top dose mostly 38.3 µM), inactives show at the highest dose activity change, negative = inhibition, usual class: inhibitors; 200,000 tested, 0.28% active; Kinase-Glo luciferase, ATP luminescence, 8 min; note: potency is the fitted concentration of half-maximal effect; % is set by controls: 0 for no effect and ±100 for the full control effect; nearly all actives have a fitted effect of over 60% in size
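Substrate mix (final 50 mM imidazole pH 7.2, 50 mM KCl, 7 mM MgCl2, 10 uM ATP, 0.01% Tween 20, 0.05% BSA) plus pin-tool compound, then Kinase-Glo detection mix; 8 min ambient, luminescence read.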
HTT aggregate – inhibitors of mutant huntingtin aggregate formation in PC12 cells; Potency, µM (highest dose often 46.1 µM), without a hit: at the top dose activity change, negative = inhibition, most hits filed as inhibitors; AID 1688; 220,000 tested, 1.1% active; PC12 HttQ103-GFP aggregates, Acumen cytometry, 40 h; note: potency is the fitted concentration of half-maximal effect; % is set by controls: 0 for no effect and ±100 for the full control effect; nearly all actives have a fitted effect of over 60% in size
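Inducible Q103 Huntingtin exon 1–GFP PC12 line, 1500 cells/well in phenol red free DMEM with 5% equine and 5% calf serum. Tebufenozide 100 nM induced expression; compounds titrated; aggregates quantified by cytometry.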
CBFb RUNX1 block – CBF-beta/RUNX1 interaction disruption; Q01196+Q13951; AlphaScreen CBFb-His/RUNX1-biotin binding, biochemical; Potency, µM (doses to about 59.8 µM), for the others: at the top dose activity, negative = inhibition, hits mostly inhibitors; 230,000 tested, under 10 active; AID 1477; note: % of control where 0% means no effect
Target sequence (Q01196 whole entry, looked up): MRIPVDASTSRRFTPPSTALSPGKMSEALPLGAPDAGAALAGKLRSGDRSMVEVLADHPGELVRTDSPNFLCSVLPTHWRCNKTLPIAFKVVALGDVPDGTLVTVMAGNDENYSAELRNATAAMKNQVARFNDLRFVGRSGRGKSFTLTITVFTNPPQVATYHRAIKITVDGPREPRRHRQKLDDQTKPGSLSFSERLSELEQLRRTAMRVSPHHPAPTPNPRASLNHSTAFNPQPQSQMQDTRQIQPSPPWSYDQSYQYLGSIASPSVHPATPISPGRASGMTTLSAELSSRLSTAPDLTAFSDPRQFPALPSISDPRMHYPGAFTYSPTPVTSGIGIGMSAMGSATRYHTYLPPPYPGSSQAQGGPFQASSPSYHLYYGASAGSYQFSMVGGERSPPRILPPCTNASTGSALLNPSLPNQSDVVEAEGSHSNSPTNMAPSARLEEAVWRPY
Target sequence (Q13951 whole entry, looked up): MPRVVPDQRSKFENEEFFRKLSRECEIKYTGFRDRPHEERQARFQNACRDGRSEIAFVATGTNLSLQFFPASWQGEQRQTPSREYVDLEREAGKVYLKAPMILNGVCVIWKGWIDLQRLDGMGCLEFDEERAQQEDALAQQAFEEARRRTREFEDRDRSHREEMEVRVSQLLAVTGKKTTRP
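Room-temperature protein-protein interaction test with 30 nM each of His-tagged CBF-beta and biotinylated RUNX1, 15 min with compound, then 90 min with nickel plus streptavidin beads. Signal read in AlphaScreen mode.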
Lamin A splicing – modulators of lamin A splicing | HeLa LMNA splicing GFP/RFP minigene ratio, 48 h | Potency, µM (highest dose often 46.1 µM), for the others: top-dose ratio change, negative = inhibition, actives largely listed as inhibitors | 200,000 tested, 0.01% active | AID 1487; active = well fitted inhibition curve with a large enough effect in the signal ratio, with a control signal flat, not every such curve was filed as active; inconclusive = small, poorly fitted or top-dose-only effect, or effect the other way, or a change in a side signal; the % refers to the signal ratio; note: potency is the fitted concentration of half-maximal effect; % is set by controls: 0 for no effect and ±100 for the full control effect
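Read-out is the ratio of GFP to DsRed2 object intensity, acquired by 488 nm laser-scanning cytometry on HeLa lamin A-EGFP minigene reporter cells. Compound incubation 48 hrs at 37 °C in Opti-MEM with 2% FBS; DMSO 0.5% final.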
HTT ATP protect – cytoprotection in Huntington HTT-Q103 PC12 cell model | 230,000 tested, 0.14% active | Potency, µM (titrated, usually from 56.4 µM), inactives show cytoprotection (ATP increase), most hits filed as activators | PC12 HTT-Q103 induced, cytoprotection, ATP luminescence, 40 h | AID 1471;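 note: potency is the fitted concentration of half-maximal effect; % of control where 0% means no effect; nearly all actives have a fitted effect of over 45% in size; toxic huntingtin expression switched on by the ecdysone agonist tebufenozide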
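Huntington model: PC12 line, ecdysone-inducible HTTQ103 exon1–GFP, tebufenozide 100 nM. Test articles in a dose series. Endpoint luminescence from cellular ATP.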
IMPase Li inh – cell-permeable IMPase inhibitors with lithium potentiation; CHO-M1 cells, IP1 TR-FRET (IP-One), carbachol + lithium; Potency, µM (titrated, usually from 59.4 µM), without a hit: at the highest dose activity, negative = IMPase inhibition, usual class: inhibitors; 210,000 tested, 0.35% active; AID 1457;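 note: IP1 builds up when IMPase is blocked and the TR-FRET signal falls; potency is the fitted concentration of half-maximal effect; plate controls were basal vehicle for no effect and high inhibitor control for full effect; nearly all actives have a fitted effect of over 50% in size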
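Lithium-sensitised IP1 accumulation assay; M1-expressing CHO cells treated 30 min at 37C with compound. Competitive antibody detection by time-resolved FRET followed a 10 min room-temperature lysis step.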
SMN2 splice up – SMN2 splice variant enhancement; HEK293 SMN2-luciferase splicing reporter, luminescence, 30-36 h; Potency, µM (top dose mostly 46.1 µM), without a hit: at the top dose activity change, positive = activation, hits mostly activators; 210,000 tested, 2.8% active; AID 1458; note: potency is the fitted concentration of half-maximal effect; % of control where 0% means no effect; nearly all actives have a fitted effect of over 55% in size
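qHTS luciferase splicing reporter: luminescence rises when SMN2 exon 7 is included in transfected HEK293 cells. Compound exposure lasted 30-36 h at 37C, with 4.5 mM final sodium butyrate as control, followed by a ONE-Glo read.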
The depositor's hits bear a star; [ ] = another dose, or the depositor's remark. Unless noted, calls come from the whole dose curve; as a rule, active = well fitted curve in the direction sought with a large enough effect; inconclusive = small, poorly fitted or top-dose-only effect, or another doubt; inactive = no such curve, though single readings can be large; an effect the other way counts as inactive or inconclusive.

What do the screens show for `CC1Cc2ccccc2N1Cc1nc2cc(Cl)ccc2c(=O)[nH]1` (centres undefined)?
Luc counter: 2%; HTT aggregate: 15%[9.22 µM]; CBFb RUNX1 block: -2%; Lamin A splicing: inconclusive; HTT ATP protect: -1%; IMPase Li inh: 23%[38.3 µM]; SMN2 splice up: -7%

How did COc1ccc(Cl)cc1-c1csc(N)n1 do in these assays?
Luc counter: 1%; HTT aggregate: -7%[9.22 µM]; CBFb RUNX1 block: -3%; HTT ATP protect: -22%[10 µM]; IMPase Li inh: -13%

How did COc1ccc(N=C2NC(=O)/C(=C\c3ccco3)S2)cc1 do in these assays?
Luc counter: -1%; HTT aggregate: -10%; Lamin A splicing: 0%[46 µM]; HTT ATP protect: -28%; IMPase Li inh: 8%; SMN2 splice up: inconclusive

Results for COc1cccc(-c2ccc(-c3noc(-c4ccccc4F)n3)c(OC)n2)c1 ?
Luc counter: 1%; HTT aggregate: -24%; CBFb RUNX1 block: 6%; Lamin A splicing: 11%; HTT ATP protect: -26%; IMPase Li inh: 15%[38.3 µM]; SMN2 splice up: 21%

What do the screens show for `Cc1ccc(Cn2ccc(=O)c(Cc3c(Cl)cccc3Cl)c2C)cc1`?
Luc counter: 4%; HTT aggregate: -6%; CBFb RUNX1 block: 2%; Lamin A splicing: 13%; HTT ATP protect: -36%; IMPase Li inh: 18%[38.3 µM]; SMN2 splice up: -25%

Results for O=S(=O)(c1ccc(Br)cc1)N1CCN=C1SCc1cccnc1 ?
Luc counter: 11%; HTT aggregate: 4%; CBFb RUNX1 block: 4%; Lamin A splicing: inconclusive; HTT ATP protect: -20%; IMPase Li inh: 13%; SMN2 splice up: -38%[inhibitor]

What do the screens show for `O/N=C1\CC(O)Cc2nonc21` (centres undefined)?
HTT aggregate: 6%; CBFb RUNX1 block: 8%; Lamin A splicing: 6%; HTT ATP protect: 11%

How did N/C(=C/C(=O)c1ccccc1O)C(F)(F)F do in these assays?
Luc counter: -1%; HTT aggregate: -16%; CBFb RUNX1 block: 13%; Lamin A splicing: -13%; HTT ATP protect: 16%[10 µM]; IMPase Li inh: 3%; SMN2 splice up: -9%

What do the screens show for `CCCn1nnnc1NC(=O)c1cc(Br)ccc1OC`?
Luc counter: 0%; HTT aggregate: 22%; CBFb RUNX1 block: 10%; Lamin A splicing: inconclusive; HTT ATP protect: -12%; IMPase Li inh: 5%; SMN2 splice up: 6%

Results for COc1ccc(OC)c(C(=O)N2CCC(C(=O)c3ccc(F)cc3)CC2)c1 ?
Luc counter: -3%; HTT aggregate: inconclusive; CBFb RUNX1 block: 5%; Lamin A splicing: inconclusive; HTT ATP protect: 7%[1.9 µM]; IMPase Li inh: 8%; SMN2 splice up: -40%[inhibitor]

What do the screens show for `O=c1[nH]c(SCc2ccccc2)nc2c1sc1ccccc12`?
Luc counter: 2%; HTT aggregate: 26%; CBFb RUNX1 block: 8%; IMPase Li inh: -14%; SMN2 splice up: 14%

How did Cc1nc2ccccc2c(=O)n1NC(=O)C1CC1 do in these assays?
Luc counter: 1%; HTT aggregate: 15%; CBFb RUNX1 block: 0%; HTT ATP protect: -152%[inhibitor]; IMPase Li inh: -2%; SMN2 splice up: 5%

How did Cc1oc(S(=O)(=O)N2CCCC2)cc1C(=O)Nc1ccccc1 do in these assays?
HTT aggregate: -13%[9.22 µM]; CBFb RUNX1 block: 1%; HTT ATP protect: 5%[10 µM]

Results for NS(=O)(=O)c1cccc(NC(=O)CSc2nc3ccccc3[nH]2)c1 ?
HTT aggregate: 22%[9.22 µM]; CBFb RUNX1 block: -1%; HTT ATP protect: 3%[10 µM]

How did CC(=O)Nc1cccc(NC(=O)CSc2nnc(Cc3cccn3C)n2CCc2ccccc2)c1 do in these assays?
HTT aggregate: -10%; CBFb RUNX1 block: -17%; Lamin A splicing: -1%; HTT ATP protect: -19%

Next part; it opens with the two that closed the last part.
Results for NS(=O)(=O)c1cccc(NC(=O)CSc2nc3ccccc3[nH]2)c1 ?
HTT aggregate: 22%[9.22 µM]; CBFb RUNX1 block: -1%; HTT ATP protect: 3%[10 µM]

How did CC(=O)Nc1cccc(NC(=O)CSc2nnc(Cc3cccn3C)n2CCc2ccccc2)c1 do in these assays?
HTT aggregate: -10%; CBFb RUNX1 block: -17%; Lamin A splicing: -1%; HTT ATP protect: -19%

What do the screens show for `C=CCn1c(=S)[nH]c2scc(-c3ccc(C)o3)c2c1=O`?
Luc counter: 0%; HTT aggregate: 22µM*; CBFb RUNX1 block: -23%; Lamin A splicing: -12%[46 µM]; HTT ATP protect: -5%[10 µM]; IMPase Li inh: -19%; SMN2 splice up: 21%

What do the screens show for `O=C(O)C1=C[C@@H](C2CC2)C[C@@H](OCc2ccc(CO)cc2)O1`?
HTT aggregate: 18%[9.22 µM]; CBFb RUNX1 block: 12%; HTT ATP protect: 29%[10 µM]; IMPase Li inh: -1%

What do the screens show for `CCCCCCN(C(=O)CCCCCN1C(=O)NC(C2CCCCC2)C(C(=O)OCc2ccccc2)=C1C)C(C(=O)NCCCC)c1ccc(OCC(=O)OC)c(C(=O)OC)c1` (centres undefined)?
Luc counter: -5%; CBFb RUNX1 block: 0%; HTT ATP protect: -36%[inhibitor]; IMPase Li inh: 2%; SMN2 splice up: -20%

How did Cc1ccc(C(C(=O)NC2CCCCC2)N(C(=O)Cc2c[nH]c3ccccc23)c2ccccc2)o1 (centres undefined) do in these assays?
Luc counter: -1%; HTT aggregate: 9%; CBFb RUNX1 block: 0%; Lamin A splicing: 2%; HTT ATP protect: -12%; IMPase Li inh: 22%[38.3 µM]; SMN2 splice up: 0%

Results for CCOc1cccc(OCCOCCN(C)Cc2ccccc2)c1 ?
Luc counter: -4%; HTT aggregate: -8%; CBFb RUNX1 block: 2%; Lamin A splicing: 5%; HTT ATP protect: -4%; IMPase Li inh: 20%[38.3 µM]; SMN2 splice up: 22%

Results for COc1ccc(C)cc1Nc1nc(-c2c[nH]c3ccccc23)cs1 ?
Luc counter: -2%; HTT aggregate: 24%; CBFb RUNX1 block: -6%; Lamin A splicing: -11%; HTT ATP protect: -22%[10 µM]; IMPase Li inh: -1%; SMN2 splice up: -10%

How did O=S(=O)(c1ccc2ccccc2c1)N1CCN(C(=S)Nc2ccccc2F)CC1 do in these assays?
HTT aggregate: 2%[9.22 µM]; CBFb RUNX1 block: 6%; Lamin A splicing: -6%[46 µM]; HTT ATP protect: -8%[10 µM]

What do the screens show for `Cn1c(=O)c2c(nc(N3CCOCC3)n2CCCNC2=NCCCCC2)n(C)c1=O`?
Luc counter: -4%; HTT aggregate: 13%; CBFb RUNX1 block: 18%; Lamin A splicing: -5%; HTT ATP protect: 1%; IMPase Li inh: 19%[38.3 µM]; SMN2 splice up: 2%

Results for Cc1cc(C)c2nc(NC(=O)c3cc(C)on3)sc2c1 ?
Luc counter: -5%; HTT aggregate: -1%; CBFb RUNX1 block: -2%; Lamin A splicing: -9%; HTT ATP protect: 1%[10 µM]; IMPase Li inh: -5%[38.3 µM]; SMN2 splice up: -9%

What do the screens show for `CCN(CC)S(=O)(=O)c1ccc(N2CCOCC2)c(NC(=O)c2ccc(NC(C)=O)cc2)c1`?
HTT aggregate: 2%[9.22 µM]; CBFb RUNX1 block: 12%; HTT ATP protect: 13%[10 µM]

What do the screens show for `O=C(NNc1ncnc2sccc12)c1ccc(Cl)cc1`?
HTT aggregate: -12%[9.22 µM]; CBFb RUNX1 block: 5%; HTT ATP protect: 10%[10 µM]

Results for Cc1ccc(C)c(CSc2nc(-c3ccco3)nc3c2c(=O)n(C)c(=O)n3C)c1 ?
HTT aggregate: -11%[9.22 µM]; CBFb RUNX1 block: 4%; HTT ATP protect: -7%[10 µM]; IMPase Li inh: -8%

What do the screens show for `CCOCC(=O)Nc1nc2ccc(S(C)(=O)=O)cc2s1`?
Luc counter: -11%; HTT aggregate: 4%; CBFb RUNX1 block: 0%; Lamin A splicing: 2%; HTT ATP protect: -11%; IMPase Li inh: 23%[38.3 µM]; SMN2 splice up: inconclusive

What do the screens show for `O=C(NN1CCOCC1)c1cc(S(=O)(=O)Nc2cccc(C(F)(F)F)c2)ccc1Cl`?
HTT aggregate: inconclusive; CBFb RUNX1 block: 7%; Lamin A splicing: -8%; HTT ATP protect: 6%[10 µM]

How did CC(C)=CC(=O)OCC(=O)Nc1ccc(F)cc1Cl do in these assays?
Luc counter: -4%; HTT aggregate: -15%; CBFb RUNX1 block: 9%; Lamin A splicing: 1%; HTT ATP protect: 3%; IMPase Li inh: -3%[38.3 µM]; SMN2 splice up: -5%

Results for COc1ccc(NC(=O)Cn2nc(Cc3cccnc3)c3ccccc3c2=O)cc1OC ?
Luc counter: 4%; HTT aggregate: -14%; CBFb RUNX1 block: 12%; Lamin A splicing: -13%; HTT ATP protect: 24%[10 µM]; IMPase Li inh: 21%[38.3 µM]; SMN2 splice up: 19%

How did O=S(=O)(Nc1cccc(C(F)(F)F)c1)c1cnc[nH]1 do in these assays?
Luc counter: 7%; HTT aggregate: 1%; CBFb RUNX1 block: 1%; Lamin A splicing: -4%; HTT ATP protect: 8%; IMPase Li inh: -7%[38.3 µM]; SMN2 splice up: 2%

Molecules shown so far that have a thiophene ring, fused or not, in the order listed:
What do the screens show for `O=c1[nH]c(SCc2ccccc2)nc2c1sc1ccccc12`?
Luc counter: 2%; HTT aggregate: 26%; CBFb RUNX1 block: 8%; IMPase Li inh: -14%; SMN2 splice up: 14%

What do the screens show for `C=CCn1c(=S)[nH]c2scc(-c3ccc(C)o3)c2c1=O`?
Luc counter: 0%; HTT aggregate: 22µM*; CBFb RUNX1 block: -23%; Lamin A splicing: -12%[46 µM]; HTT ATP protect: -5%[10 µM]; IMPase Li inh: -19%; SMN2 splice up: 21%

What do the screens show for `O=C(NNc1ncnc2sccc12)c1ccc(Cl)cc1`?
HTT aggregate: -12%[9.22 µM]; CBFb RUNX1 block: 5%; HTT ATP protect: 10%[10 µM]

Screening data from PubChem BioAssay.
